Bioassay records deposited in PubChem by Broad Institute.
F508del corr = correctors of CFTR F508del function in bronchial epithelial cells; CFBE cells, YFP halide quenching; stimulated with forskolin plus potentiator P3; % fluorescence drop versus neutral controls; activity (quench increase), % at 7.58 µM; hit rate 0.36% among 350,000;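 active means mean added fluorescence quench of at least 8% versus neutral control, with both replicates also reaching 8%; inconclusive means only one of the mean or replicate conditions met; inactive means mean below 8% and not both replicates reaching 8%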;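 further: cells transiently co-express mutant CFTR-F508del with the halide-sensitive YFP; corrector assay measuring rescue of mutant channel to the surface after 24 h compound exposure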
RAD52 inh = inhibitors of human RAD52 DNA annealing | P43351 | hit rate 0.46% among 360,000 | recombinant RAD52 DNA annealing, FRET fluorescence | AID 651710 | inhibition, % at 18.7 µM;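 active means every replicate showing at least 50% inhibition; inconclusive means mean inhibition at least 50% but not in every replicate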
XiGFP reactiv = activators of X-chromosome reactivation in mouse fibroblasts. hit rate 0.055% among 360,000. activation, % at 7.58 µM. XiGFP mouse fibroblasts, % GFP-positive cells imaging, 3 d; cells co-treated with 5-aza-dC sensitizer; scaled so ellipticine positive control = 100%;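 active means mean normalized replicate activation at least 10% and every replicate at or above 10%; inconclusive means only one of the two criteria met; inactive means mean below 10% and not all replicates reach 10%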;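 further: 0% = median of on-plate neutral control wells and 100% = ellipticine 6 µM median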
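Assay system – SV40-immortalized XiGFP fibroblast cells, line 68-5-11 · Buffer or medium – DMEM supplemented with 5-aza-dC as sensitizing agent · Dosing – one concentration, pinned · Benchmarks – positive control ellipticine, 6 µM final · Times – 3 days compound exposure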
DENV2 CPE = inhibitors of DENV2 cytopathic effect | CPE inhibition, % at 9.99 µM | hit rate 1.7% among 350,000 | AID 651640 | DENV2-infected cells, cytopathic effect rescue, plate reader; in the data active means CPE inhibition above about 20%, passing the limit was not always enough; inconclusive means no clear call, values can overlap the other calls; tested in BHK-21 cells;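 further: 0% = median of neutral control wells and 100% = median of positive control wells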
GSIS activator = primary screen for activators of insulin secretion dependent on glucose, INS-1E cells, GLuc reporter luminescence. INS-1E GLuc reporter insulin secretion, 2-3 h. activation, % at 16.6 µM. hit rate 0.61% among 370,000;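 active means lowest replicate activation of at least 40%, so every replicate reaches that level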;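 further: 0% = median of neutral control wells and 100% = median of IBMX positive control wells; some compounds called inactive have numbers as strong as hits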
Casp6 inh = inhibitors of human caspase-6; P55212; purified caspase-6, Z-VEID-R110 cleavage fluorescence; inhibition, % at 12.5 µM; hit rate 0.53% among 350,000;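 active means mean inhibition across replicates at least about 35%, with every replicate also reaching that limit, limit read from the data; inconclusive means only one of the two criteria met; inactive means neither criterion met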;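 further: 0% = median of neutral control wells and 100% = no fluorescence left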
Target sequence (P55212 24-179 limits assumed): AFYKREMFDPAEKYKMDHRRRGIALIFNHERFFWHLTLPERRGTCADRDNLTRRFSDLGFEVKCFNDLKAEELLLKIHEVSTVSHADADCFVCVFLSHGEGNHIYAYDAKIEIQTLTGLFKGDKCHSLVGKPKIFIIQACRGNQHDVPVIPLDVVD
Target sequence (P55212 194-293 limits assumed): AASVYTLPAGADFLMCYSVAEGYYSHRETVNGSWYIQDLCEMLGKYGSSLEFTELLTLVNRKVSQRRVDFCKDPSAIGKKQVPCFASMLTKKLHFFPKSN
RAD54 branch = blocks human RAD54 Holliday junction branch migration; hit rate 0.14% among 360,000; Q92698; inhibition, % at 10.4 µM; FAM/BHQ fluorescence;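 active means mean normalized replicate activity at least 40 and at least half of replicates scoring 40 or more; inconclusive means only one of the two criteria met; inactive means mean below 40 and under half of replicates reaching 40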;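 further: 0% = median of neutral control wells and 100% = median of positive control wells; inhibitors cause a drop in the FAM fluorescence signal; in these data hits start at about 50%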
Target sequence (Q92698 whole entry, looked up): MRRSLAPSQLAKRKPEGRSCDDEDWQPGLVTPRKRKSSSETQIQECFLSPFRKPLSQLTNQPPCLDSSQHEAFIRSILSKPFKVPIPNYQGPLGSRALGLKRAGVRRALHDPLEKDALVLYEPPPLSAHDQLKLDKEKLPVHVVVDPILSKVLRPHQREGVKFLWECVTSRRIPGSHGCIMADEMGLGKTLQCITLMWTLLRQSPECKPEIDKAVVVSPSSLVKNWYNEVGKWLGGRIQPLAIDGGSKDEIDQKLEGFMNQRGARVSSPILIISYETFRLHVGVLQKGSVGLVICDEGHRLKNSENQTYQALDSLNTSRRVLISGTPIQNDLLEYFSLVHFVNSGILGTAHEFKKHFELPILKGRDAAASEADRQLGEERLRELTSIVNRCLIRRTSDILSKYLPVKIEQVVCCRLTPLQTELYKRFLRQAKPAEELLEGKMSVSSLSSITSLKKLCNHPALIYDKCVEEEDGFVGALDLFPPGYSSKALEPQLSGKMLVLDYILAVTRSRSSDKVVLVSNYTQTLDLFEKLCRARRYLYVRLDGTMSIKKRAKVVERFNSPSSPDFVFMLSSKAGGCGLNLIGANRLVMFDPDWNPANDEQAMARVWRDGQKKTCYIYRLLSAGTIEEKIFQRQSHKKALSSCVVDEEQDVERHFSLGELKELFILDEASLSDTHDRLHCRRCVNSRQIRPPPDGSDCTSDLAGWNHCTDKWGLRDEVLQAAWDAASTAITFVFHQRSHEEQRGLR
E-selectin induc = induces E-selectin expression in human endothelial cells; P16581; HUVEC E-selectin immunofluorescence imaging; normalized: neutral wells 0, TNF-alpha wells 100; activation, % at 7.58 µM; hit rate 0.37% among 260,000;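 active means mean E-selectin-positive cell signal at least 10% of the positive control, reached in at least 60% of replicates, without over 20% cell loss; inconclusive means no rule given, readout overlaps actives, possibly toxicity-flagged; inactive means the rest, including those meeting only one limit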;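 further: in these data hits start at about 27%; measured in HUVEC primary endothelial cells; signal is the percent of cells scored E-selectin positive by PE staining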
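System: HUVEC, human umbilical vein endothelial cells; quantity: 3,000 cells/well; buffer or medium: EGM-2 medium, gelatin-coated wells; dosing: single-point compound dose; detection: immunofluorescence imaging; evaluation: % PE-positive cells; benchmarks: TNF-alpha, DMSO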
* hit, by the source's call; i = inactive; ? = inconclusive; · = not tested or not shown; & = joins results of further samples. Outcome played no part in choosing rows, and some 3.7% of all compounds hit somewhere here.

The line under a structure holds: F508del corr	RAD52 inh	XiGFP reactiv	DENV2 CPE	GSIS activator	Casp6 inh	RAD54 branch	E-selectin induc
CCNC(=O)[C@@H]1[C@@H](CO)[C@@H]2Cn3c(cccc3=O)[C@@H]2N1CC1CCCCC1
    ·	·	0.0	·	16	·	11	-0.9
Cn1nc(C(=O)NCc2cccs2)c2ccccc2c1=O
    ·	3	0.2	-6	-2	1	-2	·
C/C(CC(=O)Nc1cccc(Cl)c1Cl)=N\NC(=O)c1ccccc1C
    -0.1	-5	0.0	1	-8	-5	·	·
Cc1ccc2nc(-c3cccc(SC4CCCCC4)c3)c(NC3CCCCC3)n2c1
    2.9&3.7	-21&-21	0.1&-0.1	18&18	-23	0&-5	7	0.3&-0.1
O=C(NCC[C@H]1CC[C@H](NS(=O)(=O)c2ccc(F)cc2)[C@@H](CO)O1)Nc1ccc(Cl)cc1
    -1.3	-18	0.0&0.1	7	-4&-20	-3	5	0.0
CC(=O)N1[C@H](CO)[C@@H]2c3ccccc3N(C(=O)Nc3cc(F)ccc3F)C[C@@H]21
    3.5	-4	0.0	-1	-3	3	12	0.0
Cc1cccc(N=Cc2ccccc2O)c1C
    1.8	-9	0.1	-2	-2	-3	0	0.2
CC1CCCC(NC(=O)CCS(=O)(=O)c2ccc3c(c2)NC(=O)CS3)C1C (stereo not drawn)
    -2.1	-16	0.0	8	2	3	1	·
C[C@@H]1CCCCO[C@@H](CN(C)Cc2ccc(C(=O)O)cc2)[C@H](C)CN([C@@H](C)CO)C(=O)c2cc(NC(=O)c3ccncc3)ccc2O1
    -1.0	104*	0.1	-1	17	-1	-1	0.0
Nc1nnc(SCC(=O)c2ccc3c(c2)NC(=O)CO3)s1
    1.3	-12	-0.1	-4	9	-1	·	1.2
CO[C@@H]1CN(C)C(=O)c2cc(NS(=O)(=O)c3ccccc3)ccc2OC[C@@H](C)N(Cc2ccccn2)C[C@H]1C
    0.5	7	-0.5	6	·	1	-9	-0.1
Cc1cc(C)c(CSc2ncnc3nc[nH]c23)c(C)c1
    -0.5	-6	0.2	5	6	-2	-9	1.8
CS(=O)(=O)N1CC(=O)N2[C@H](C1)[C@@H](c1ccc(C#Cc3ccccc3)cc1)[C@@H]2CO
    -2.7	-8	0.0	-3	2	-1	·	-0.3
C[C@H](O)[C@@H]1C(=O)N2CCc3c([nH]c4cccc(-c5ccccc5)c34)[C@@H]2C[C@@H]1N(C)CC1CCCCC1
    -4.1	-12	0.4	2	18	-2	·	0.0
c1ccc(-c2csc(CN3CCCCC3)n2)cc1
    1.0	1	0.1	-1	·	0	-4	0.0
CC(C)(C)C(=O)Nc1nc(NC(=O)C(C)(C)C)nc(-c2ccccc2Cl)n1
    0.7	-15	0.0	-1	17	-2	-11	·
O=C(c1ccc(Cl)cc1)N1CCN(c2ncccn2)CC1
    0.1	0	0.0	-1	2	2	-6	0.0
CN1CCc2c(sc3nc(SCC(=O)N4CCOCC4)n(-c4ccc(Cl)cc4)c(=O)c23)C1
    -1.0	7	0.2	5	-7	-4	12	·
CCOC(=O)c1cc2sccc2n1CCCN1C(=O)c2ccccc2C1=O
    -0.6	-6	·	-1	4	1	9	·
CC1CCN(CCCCOc2ccccc2F)CC1
    -2.2	-1	0.2	?	4	-1	4	0.5
CCCN(C(=O)c1ccco1)c1nnc(-c2cccc(C)c2)s1
    1.2	-8	0.0	-6	15	1	·	·
COCC(=O)Nc1ccc2c(c1)OC[C@@H](C)N(C(=O)NC(C)C)C[C@@H](C)[C@@H](OC)CN(C)C2=O
    -1.9	15	-0.2	2	-9	1	-11	-0.2
COC(C(=O)Nc1cccc([N+](=O)[O-])c1)c1ccccc1 (stereo not drawn)
    ·	-8	-0.1	4	-1	0	-6	·
COc1ccc(-c2nsc(SCC(=O)NCC3CCCO3)n2)cc1 (stereo not drawn)
    -2.8	-12	-0.1	8	18	-1	·	-0.1
CCCNC(=O)Nc1ccc2c(c1)C(=O)N(C)C[C@@H](OC)[C@@H](C)CN(Cc1cccnc1)[C@H](C)CO2
    -3.5	-3	1.3	-3	-4	3	0	-0.3
Cc1ccc(-n2ncc3c2CCCC3NC(=O)c2csnn2)cc1C (stereo not drawn)
    2.0	-9	0.0	7	2	4	17	-0.6
O=C(NN1C(=O)/C(=C/c2ccc(O)c(O)c2)SC1=S)c1ccccc1
    1.3	i	0.0	10	-54	45*	-18	·
CCN(CC)CCCC(C)n1c(C)cc(C(=O)NS(=O)(=O)c2ccc(C)cc2)c1C (stereo not drawn)
    -2.4	-13	0.2	-2	·	-4	-2	0.1
OCC[C@H]1C[C@H](O)[C@@H](O)[C@]2(CCCO2)O1
    -2.1	-4	0.0	-4	13	0	-1	-0.1
CCSC1=C(C#N)C(c2ccc(C)o2)CC(=O)N1 (stereo not drawn)
    0.0	-6	0.2	-4	-1	0	·	6.0
Cc1cccc(CN(C)C[C@@H]2Oc3ncc(C#CCN(C)C)cc3C(=O)N([C@H](C)CO)C[C@@H]2C)c1
    -1.1	·	0.0	·	6	·	·	-0.4
CCC1CCCCN1S(=O)(=O)c1ccc(NC(=O)C2CCCO2)cc1 (stereo not drawn)
    0.3	-7	0.0	4	-11	3	5	14
Cc1cc(C)cc(COc2ccc3c(C)c(CC(=O)O)c(=O)oc3c2C)c1
    -1.2	-19	0.0	-1	45	6	5	0.0
O=C(Nc1nnc(CCN2CCCCC2)s1)c1ccccc1
    -2.5	-20	0.0	6	13	-5	3	3.0
O=C(COc1ccc(Cl)cc1Cl)Nc1ccccn1
    -1.6	-4	·	·	9	0	5	·
CCc1ccc(C)[n+](CC(=O)c2cccs2)c1
    -1.1	-2	0.0	3	-15	2	-8	·
COc1ccc(S(=O)(=O)Nc2cccc3c2O[C@H](CN(C)C(=O)Nc2ccc4c(c2)OCO4)[C@H](C)CN([C@H](C)CO)C3=O)cc1
    0.7	6	-0.1	7	-10	2	-10	0.0
C[C@H](CO)N1C[C@H](C)[C@@H](CN(C)C(=O)NC2CCCCC2)Oc2ccc(N(C)C)cc2CC1=O
    0.0	4	0.2	-1	-8	-2	6	-0.2
CCCOc1ccc(/C=C2\SC(N)=NC2=O)cc1OC
    3.7	-31	0.3	-6	4	-3	-4	·
C[C@H]1CN([C@@H](C)CO)C(=O)c2cccc(N(C)C)c2O[C@@H]1CN(C)Cc1ccc2c(c1)OCO2
    -0.7	-4	0.8	5	-6	0	2	0.0
CC1(CC(=O)N/N=C/c2ccc(-c3ccc(C(=O)O)cc3)o2)OCCO1
    -0.1	-2	·	-2	2	12	1	·
CC(C)NC(=O)C(c1ccc(F)cc1)N(C(=O)CCC(=O)Nc1ccccn1)C1CCCC1 (stereo not drawn)
    0.5	-19	0.5	1	-12	-2	-4	-0.1
CN(CCn1ccnc1)Cc1cn(Cc2ccccc2)nc1-c1ccc2c(c1)OCO2
    1.2	7	-0.1	2	-2	-5	0	·
Cc1noc(C)c1C(=O)NCCc1ccc(S(N)(=O)=O)cc1
    3.7	-1	-0.1	0	7	3	7	-0.1
COc1ccc(NC(=O)c2ccc(NC(=O)C(C)C)cc2)c([N+](=O)[O-])c1
    1.4	-32	0.1	-6	·	-4	-1	·
C[C@H]1CN([C@@H](C)CO)C(=O)Cc2cc(NS(=O)(=O)c3ccccc3)ccc2O[C@H]1CN(C)Cc1ccc(Oc2ccccc2)cc1
    -1.1	-4	-0.5	?	-14	-2	-2	0.0
O=C(NC1CCSc2ccccc21)c1ccccc1Cl (stereo not drawn)
    -1.5	-26	-0.2	7	8	-3	3	0.2
CCCCCCNCc1ccc(Br)cc1
    -0.9	-6	·	-2	-7	2	-4	·
CCOCCn1c(-c2ccccc2)nc2ccccc21
    0.3	-4	0.1	1	9	4	0	-0.1
O=C1C=C(c2cccc(O)c2)C[C@@H](c2ccc(F)cc2)C1
    2.3	-46	0.0	-5	4	0	3	0.8
COc1ccccc1OCCn1c(=O)oc2ccc(C)cc21
    -3.4	-8	0.0	-2	45	1	5	-1.6
Cc1ccccc1S(=O)(=O)NC(=O)C1(C)CCN1C(=O)COc1ccc(Cl)cc1 (stereo not drawn)
    -3.4	-7	0.0	2	2	1	0	-0.1
C[C@H]1CC[C@]2(O[C@@H](CCO)C[C@@H](O)[C@@H]2O)O1
    -3.0	-12	2.0	4	-7	2	-8	-0.1
CO[C@@H]1CN(C)C(=O)c2ccc(NS(C)(=O)=O)cc2OC[C@@H](C)N(CC2CCOCC2)C[C@@H]1C
    -3.4	-19	-0.3	-12	-1	3	2	-0.1
CN(Cc1cccc(F)c1)C(=O)CNS(=O)(=O)c1ccc2ccccc2c1
    2.5	-8	0.1	-3	-2	-4	-2	·
O=C(C[C@@H]1C=C[C@H](NC(=O)Nc2ccccc2F)[C@@H](CO)O1)NCc1ccc(Cl)cc1
    3.2	-23	-0.2	3	0	0	-4	0.5
COc1ccc(-c2nc(N)ncc2-c2csc(C)n2)c(O)c1OC
    0.1	4	0.0	7	13	2	5	·
CC(=O)Nc1ccc(S(=O)(=O)N(CC(=O)NC2CC2)Cc2ccccc2)cc1
    4.0	-10	0.0	?	12	3	6	·
C[C@H]1CN([C@@H](C)CO)C(=O)c2cc(-c3cncnc3)cnc2O[C@@H]1CN(C)Cc1ccccc1
    -0.3	3	-0.2	-1	27	-2	-1	1.0
COc1cc(-c2ccc3oc(-c4ccsc4)cc(=O)c3c2)cc(OC)c1OC
    -1.6	0	0.0	-3	0	-7	4	-0.2

The listing continues.
The line under a structure holds: F508del corr	RAD52 inh	XiGFP reactiv	DENV2 CPE	GSIS activator	Casp6 inh	RAD54 branch	E-selectin induc
COCCNC(=O)C[C@@H]1CC[C@H]2[C@@H](COC[C@H](O)CN2C(=O)Nc2ccccc2OC)O1
    -1.0	-13	0.4	16	16	2	4	0.1
Cn1c(=S)sc2ccc3ccccc3c21
    3.0	-12	0.1	17	9	-3	·	-0.2
C[C@@H]1CCCCO[C@H](CN(C)C)[C@H](C)CN([C@H](C)CO)C(=O)c2cc(NC(=O)CCCN(C)C)ccc2O1
    -4.0	·	0.0	·	17	·	·	-0.2
COc1ccc(CN(C)CC(=O)NC(C)c2ccccc2)c(OC)c1 (stereo not drawn)
    -2.2	-7	0.1	-2	-8	·	-12	·
Cc1ccsc1CNC(=O)C1(C)CCN1C(=O)C(C)C (stereo not drawn)
    0.3	-6	-0.2	3	·	0	10	0.0
Cc1ccc(S(=O)(=O)NCc2cc(=O)n(C)c(=O)n2C)cc1C
    -3.9	-11	0.3	3	2	-3	4	·
C/C=C/c1ccc([C@H]2[C@@H](CO)N[C@@H]2CN(CC)C(=O)c2ccccn2)cc1
    0.3	-1	0.1	0	1	-2	4	-0.8
CCN1CCN(c2ccc(N=Cc3ccc(O)cc3O)cc2)CC1
    1.9	91*	-0.1	12	10	-91	·	-1.9
O=C(Nc1ccc(F)cc1)c1ccc(CN2CCc3ccccc3C2)cc1
    ·	-18	0.1	18	·	-6	-5	·
O=C(Nc1ccccc1)[C@@H]1[C@@H](CO)[C@@H]2Cn3c(cccc3=O)[C@@H]2N1C(=O)C1CCC1
    1.8	-1	0.5	-3	6	1	13	0.0
